V1aR counter – counter-screen for oxytocin receptor agonists: human V1a receptor agonists | CHO-V1R cells, Fluo-8 calcium fluorescence, agonist mode; 0% DMSO, 100% 3 nM vasopressin | 320,000 compounds, 0.25% hits | AID 2797 | activation, % at 3 µM;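 active means activation above the mean activation of all tested compounds plus 3 SD, per screening run, cut at about 20% in these data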;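 further: signal is peak over basal fluorescence ratio across a 100 second FLIPR read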
Target sequence (P37288 whole entry, looked up): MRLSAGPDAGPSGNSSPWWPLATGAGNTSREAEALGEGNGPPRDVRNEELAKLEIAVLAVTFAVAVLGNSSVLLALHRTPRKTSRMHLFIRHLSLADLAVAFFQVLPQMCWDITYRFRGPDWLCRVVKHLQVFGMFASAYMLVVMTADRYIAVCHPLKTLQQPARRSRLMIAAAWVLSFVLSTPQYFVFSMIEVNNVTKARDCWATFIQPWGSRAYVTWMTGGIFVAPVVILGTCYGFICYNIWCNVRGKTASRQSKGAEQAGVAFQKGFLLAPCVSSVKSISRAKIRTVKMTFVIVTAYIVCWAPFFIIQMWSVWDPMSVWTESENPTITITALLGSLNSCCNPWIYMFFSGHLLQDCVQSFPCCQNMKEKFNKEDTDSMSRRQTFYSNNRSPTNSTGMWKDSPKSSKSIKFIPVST
CHO parental Ca – signal in parental CHO cells, OX1R antagonist counter-screen | parental CHO-K1, ATP-induced calcium, Fluo-8 fluorescence | inhibition, % at 5.6 µM | 330,000 compounds, 0.63% hits | AID 463079;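 active means inhibition above that plate's mean sample inhibition plus 3 SD, cut at about 26% in these data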;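 further: 0% = ATP-challenged DMSO wells and 100% = DMSO wells without ATP; some compounds past the cut are filed as inactive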
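test system = CHO parental line | reagent = ATP stimulus | measured by = intracellular calcium via Fluo-8 no-wash fluorescent dye | control set = ATP and no-ATP DMSO wells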
CHO-K1 Ca PAM – nonselective activator or artifact in parental CHO-K1 calcium assay. ATP EC20, Fluo-8 calcium fluorescence; 0% at ATP EC20, 100% at ATP max. activation, % at 3 µM. 360,000 compounds, 0.02% hits. AID 602247;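 active means activation above the run cutoff, the mean activation of all test compounds plus 3 SD, cut at about 40% in these data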;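 further: peak over basal fluorescence ratio in a 140 s read after ATP addition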
CHO-K1 Ca antag – counter-screen for M1 antagonists: effect in parental CHO-K1 cells. 360,000 compounds, 0.6% hits. ATP-induced calcium, Fluo-8 fluorescence. inhibition, % at 3 µM;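 active means inhibition above a per-plate cutoff, the plate's mean sample inhibition plus 3 SD, cut at about 24% in these data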;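 further: 0% = DMSO plus EC80 ATP and 100% = DMSO alone without ATP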
OXTR potentiate – potentiators of human oxytocin receptor; P30559; CHO-OTR cells, Fluo-8 calcium fluorescence, potentiator mode; 0% = oxytocin EC15, 100% = EC100; activation, % at 3 µM; 320,000 compounds, 0.061% hits;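 active means activation above that plate's cutoff, the mean activation of tested compounds plus 3 SD, cut at about 6.6% in these data, passing the limit was not always enough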;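 further: 100% uses oxytocin at 75 nM as the full agonist control; some results filed as inactive read as strong as hits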
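Material: human OTR in CHO cells. Compound: 3.0 µM, one dose. Timing: compound 6 min at room temperature before oxytocin, 100 s read. Evaluation: % activation of max/min ratio relative to oxytocin controls. Replication: single well per compound, singlicate. Signal: Fluo-8 calcium dye fluorescence.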
GPR7 antagonist – antagonists of human GPR7 (neuropeptides B/W receptor 1); 290,000 compounds, 1.1% hits; GPR7-expressing cells, fluorescence antagonist assay; inhibition, % at 4.4 µM; P48145; in the data active means inhibition above about 16%, passing the limit was not always enough;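 further: cells stimulated with the agonist NPW; 0% = agonist with vehicle and 100% = vehicle without agonist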
Target sequence (P48145 whole entry, looked up): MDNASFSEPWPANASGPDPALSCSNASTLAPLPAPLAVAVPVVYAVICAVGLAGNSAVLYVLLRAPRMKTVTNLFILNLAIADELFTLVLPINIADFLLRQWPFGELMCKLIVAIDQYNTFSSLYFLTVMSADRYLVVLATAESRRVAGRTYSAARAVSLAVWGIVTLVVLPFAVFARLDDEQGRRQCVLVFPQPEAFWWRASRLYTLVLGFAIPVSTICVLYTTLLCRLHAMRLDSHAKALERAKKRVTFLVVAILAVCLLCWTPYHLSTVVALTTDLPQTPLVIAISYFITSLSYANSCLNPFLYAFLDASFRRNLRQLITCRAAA
M1 ag parental – nonselective activator or artifact in parental CHO-K1 cells; Fluo-8 calcium fluorescence; scaled to maximal ATP response, vehicle zero; activation, % at 3 µM; AID 602248; 360,000 compounds, 0.48% hits; in the data active means activation above about 15%;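 further: untransfected CHO-K1 host cells lacking M1 receptor as counterscreen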
OXTR ag – agonists of human oxytocin receptor. AID 2435. P30559. activation, % at 3 µM. CHO-OTR cells, Fluo-8 calcium fluorescence; normalized: DMSO 0%, oxytocin 100%. 320,000 compounds, 0.32% hits;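 active means activation above the mean of all tested compounds plus 3 SD, cutoff set per screening run, cut at about 20% in these data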;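 further: peak over basal fluorescence ratio from a 100 s FLIPR kinetic read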
TAAR1 antagonist – antagonists of human TAAR1; Q96RJ0; CHO RD-HGA16 TAAR1, Fluo-8 calcium fluorescence, antagonist; inhibition, % at 3 µM; 360,000 compounds, 1.5% hits; AID 624466;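 active means inhibition above a per-plate cutoff, the mean inhibition of test compounds on that plate plus 3 SD, cut at about 49% in these data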;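 further: 0% = DMSO plus EC80 beta-PEA response and 100% = DMSO alone without agonist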
Target sequence (Q96RJ0 whole entry, looked up): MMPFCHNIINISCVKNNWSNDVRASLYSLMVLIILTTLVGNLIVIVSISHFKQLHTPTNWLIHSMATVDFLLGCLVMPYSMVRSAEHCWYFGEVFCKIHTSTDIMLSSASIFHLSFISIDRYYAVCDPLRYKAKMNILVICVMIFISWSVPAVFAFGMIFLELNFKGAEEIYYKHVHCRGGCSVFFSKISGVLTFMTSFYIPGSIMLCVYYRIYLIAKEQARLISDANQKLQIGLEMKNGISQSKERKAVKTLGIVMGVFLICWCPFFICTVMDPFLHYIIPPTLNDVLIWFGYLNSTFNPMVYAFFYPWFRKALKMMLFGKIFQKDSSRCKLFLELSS
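Material: CHO RD-HGA16 cells bearing hTAAR1; compound dosing: one-point dosing, 3 µM nominal final; schedule: dye loading 75 min at 37 °C, then 30 min room temperature; measured by: calcium fluorescence with Fluo-8; control set: vehicle and agonist controls; replication: n of 1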
* = called active by the depositor; . = no result given.

Start of the data: the first 4 compounds as a preview:
SMILES | V1aR counter | CHO parental Ca | CHO-K1 Ca PAM | CHO-K1 Ca antag | OXTR potentiate | GPR7 antagonist | M1 ag parental | OXTR ag | TAAR1 antagonist
Cc1cccc(S(=O)(=O)N(C)C[C@@H]2OCc3cnnn3CCCC(=O)N([C@@H](C)CO)C[C@@H]2C)c1 | . | . | 25.3 | -2.4 | . | . | 0.6 | . | -12.6
O=C(NNC(=O)c1ccccc1O)c1ccc(NS(=O)(=O)c2ccc(F)cc2)cc1 | 1.1 | -16.0 | 10.0 | -5.2 | 4.4 | . | -0.3 | -0.7 | -16.3
O=C(CCN1C(=O)c2ccccc2C1=O)N1CCN(Cc2ccccc2)CC1 | 0.7 | -16.5 | -5.1 | -6.5 | -2.2 | -2.5 | 0.0 | 0.5 | -3.6
O=C(/C=C/c1ccc(S(=O)(=O)N2CCOCC2)cc1)NC(CO)C(O)c1ccc([N+](=O)[O-])cc1 (stereo not drawn) | 0.4 | 0.2 | 7.0 | -9.5 | -3.9 | . | 0.8 | 0.2 | 2.9

The list itself (from the top)
SMILES | V1aR counter | CHO parental Ca | CHO-K1 Ca PAM | CHO-K1 Ca antag | OXTR potentiate | GPR7 antagonist | M1 ag parental | OXTR ag | TAAR1 antagonist
Cc1cccc(S(=O)(=O)N(C)C[C@@H]2OCc3cnnn3CCCC(=O)N([C@@H](C)CO)C[C@@H]2C)c1 | . | . | 25.3 | -2.4 | . | . | 0.6 | . | -12.6
O=C(NNC(=O)c1ccccc1O)c1ccc(NS(=O)(=O)c2ccc(F)cc2)cc1 | 1.1 | -16.0 | 10.0 | -5.2 | 4.4 | . | -0.3 | -0.7 | -16.3
O=C(CCN1C(=O)c2ccccc2C1=O)N1CCN(Cc2ccccc2)CC1 | 0.7 | -16.5 | -5.1 | -6.5 | -2.2 | -2.5 | 0.0 | 0.5 | -3.6
O=C(/C=C/c1ccc(S(=O)(=O)N2CCOCC2)cc1)NC(CO)C(O)c1ccc([N+](=O)[O-])cc1 (stereo not drawn) | 0.4 | 0.2 | 7.0 | -9.5 | -3.9 | . | 0.8 | 0.2 | 2.9
CC(=O)N1CCN(c2ccc(S(=O)(=O)N3CCCCC3)cn2)CC1 | 0.3 | -13.1 | 21.0 | -4.7 | 3.3 | -4.2 | 0.3 | 2.0 | -2.5
Cc1cc(=O)oc2cc(OC(=O)CCCCCN3C(=O)c4ccccc4C3=O)ccc12 | 4.7 | -1.2 | 7.5 | 3.2 | -1.8 | -9.9 | 0.2 | 0.4 | 15.4
Cc1ccc(C(=O)N/C(=C/c2cn(-c3ccccc3)nc2-c2ccccc2)C(=O)O)cc1 | -0.2 | -9.3 | -3.4 | -2.2 | 0.8 | -10.8 | -0.3 | -0.3 | -13.9
CN1CCN(CCCNC(=O)Cn2nc(-c3ccccc3)ccc2=O)CC1 | 0.0 | -1.2 | 2.6 | -1.5 | 2.6 | 0.1 | -0.1 | 0.4 | -34.7
Cc1ccccc1-c1nc(S(=O)(=O)c2ccccc2)c(NCCN2CCOCC2)o1 | . | . | 4.1 | 17.2 | . | . | 0.5 | . | -2.8
c1ccc(-c2csc(NC3=NCCCCC3)n2)cc1 | 0.1 | -9.6 | 15.9 | -1.3 | -7.3 | -0.1 | 1.7 | -1.8 | -1.3
O=C(O)CC1c2ccccc2CCN1S(=O)(=O)c1ccccc1 (stereo not drawn) | 0.1 | -7.4 | 14.0 | -5.4 | -3.6 | . | 1.0 | 0.8 | -17.2
CCOc1ccc(S(=O)(=O)N2CCN(C(=O)c3cc4c(s3)CCCC4)CC2)cc1 | 0.4 | -15.0 | 22.7 | -5.3 | -3.4 | -12.0 | 1.2 | -2.4 | 5.8
O=C(CSC1=N/C(=C/c2ccco2)C(=O)N1c1ccc(OC(F)F)cc1)NC1CCS(=O)(=O)C1 (stereo not drawn) | 0.6 | -12.7 | -7.9 | 6.2 | -15.6 | 10.2 | 0.5 | 3.9 | -1.2
CCCCN(C1CCS(=O)(=O)C1)S(=O)(=O)c1ccc(C(C)C)cc1 (stereo not drawn) | -1.7 | -22.4 | -8.8 | -1.3 | -4.8 | . | 0.2 | -2.0 | 10.8
COc1ccc(C2(C(=O)Nc3ccc(C(=O)N4CCOCC4)cc3)CCOCC2)cc1 | 1.7 | 13.1 | 12.1 | -3.1 | -1.2 | 1.5 | 0.7 | -0.1 | 2.0
CCC(Oc1ccccc1OC)C(=O)Nc1ccc2c(c1)n(C)c(=O)n2C (stereo not drawn) | -0.3 | -11.3 | 13.4 | -6.0 | -0.4 | 0.0 | 0.7 | -1.1 | 4.0
O=C(COC(=O)c1ccc2ccccc2n1)Nc1ccccc1Br | -0.1 | -12.8 | 12.0 | -14.3 | 7.2 | . | 0.0 | -1.3 | -7.4
CCNC(=S)Nc1ccc2c(c1)c(=O)n(C)n2-c1ccc(C(C)(C)C)cc1 | . | . | -6.6 | -0.2 | . | . | -0.3 | . | -31.4
COc1ccc(-c2ccc(CCC(=O)O)n2-c2cc(OC)ccc2OC)cc1 | . | . | 5.4 | 1.8 | . | . | 1.0 | . | 2.3
Cc1cccn2c(=O)c3cc(C(=O)NC(C)c4ccccc4)c(=N)n(CCCn4ccnc4)c3nc12 (stereo not drawn) | 0.2 | -4.1 | 13.2 | -0.8 | -1.7 | -10.0 | 8.6 | 0.0 | -20.5
NS(=O)(=O)c1cccc(NC(=O)COC(=O)CCN2C(=O)c3ccccc3C2=O)c1 | -0.6 | 1.2 | 12.9 | -14.0 | -5.7 | . | -0.3 | -0.5 | -2.0
COc1ccc(Cn2nnnc2C(c2ccccc2)N2CCN(C3CCCC3)CC2)cc1 (stereo not drawn) | . | . | -1.2 | 4.6 | . | 8.0 | 0.2 | . | -3.9
COC(=O)CSc1nnc(-c2ccc(S(=O)(=O)NCc3cccs3)cc2)o1 | 1.3 | -0.7 | 1.4 | 1.6 | -1.9 | 22.4* | 2.0 | 2.2 | 13.9
CCC(C)NS(=O)(=O)c1ccc(S(=O)(=O)Nc2cc3c(cc2C(C)=O)OCO3)cc1 (stereo not drawn) | 7.7 | 3.6 | 4.7 | -6.9 | -11.5 | -3.0 | 10.5 | 10.6 | 5.2
COc1ccccc1CNC(=O)CN1C(=O)c2cccc(N)c2C1=O | 4.1 | -23.4 | 14.5 | -16.1 | -7.7 | -2.2 | 1.4 | 0.9 | -11.2
Next section.
SMILES | V1aR counter | CHO parental Ca | CHO-K1 Ca PAM | CHO-K1 Ca antag | OXTR potentiate | GPR7 antagonist | M1 ag parental | OXTR ag | TAAR1 antagonist
CCCC(=O)N1CCCC1(C)C(=O)Nc1cc(C)ccc1C (stereo not drawn) | . | . | 32.9 | -2.2 | . | . | 0.2 | . | -27.8
COCCCNC(=O)CS(=O)(=O)Cc1nc(-c2ccccc2C)oc1C | 0.1 | -1.0 | 15.6 | -7.3 | -6.1 | -11.2 | 0.4 | -1.2 | -34.0
CC(=O)C1=C(C)NC(SCC(N)=O)=C(C#N)C1c1ccco1 (stereo not drawn) | -0.6 | -8.4 | -12.6 | 3.6 | -3.8 | -1.3 | -0.2 | -0.3 | 6.0
O=C(c1ccc(F)cc1)c1cnc(Nc2ccccc2)s1 | -0.4 | 6.7 | 19.5 | -7.6 | -12.5 | 12.3 | 0.6 | -1.4 | -1.6
Cc1nnc(NC(=O)c2ccccc2NC(=O)c2ccccc2)s1 | 4.2 | -4.0 | -2.4 | -3.1 | -11.5 | -4.5 | 7.2 | 1.6 | -16.2
CCC(=O)N1c2ccc(S(=O)(=O)N3CCN(c4ccccc4Cl)CC3)cc2CC1C (stereo not drawn) | 0.8 | -5.8 | -6.4 | -6.7 | -5.1 | 17.2 | 2.6 | -2.0 | -21.5
Nc1c(C(=O)NC2CCCCC2)nsc1C(=O)OCC(=O)NC1CCCCC1 | 4.9 | -4.9 | 7.5 | 0.0 | -14.8 | -6.5 | 0.2 | 3.8 | 12.8
Cc1nnc(SCC(=O)NCCOc2ccc(Cl)cc2)n1-c1ccccc1 | 0.2 | -11.5 | 2.0 | 0.3 | -18.1 | -6.4 | 0.6 | -0.4 | 6.3
Cc1cc(C)cc(NC(=O)Cn2nnc(C(=O)NCc3cccs3)c2N)c1 | 0.9 | 10.0 | 10.0 | -16.5 | -6.7 | -3.4 | 1.3 | 1.1 | -5.6
CC(C)(C)C(=O)NC1(C(F)(F)F)NC(=O)N(c2ccc(F)cc2)C1=O (stereo not drawn) | -0.6 | -17.1 | 5.2 | -19.2 | -1.1 | 7.1 | -0.1 | -0.8 | -12.7
COC1=C(Br)C(=O)c2nc(C)ccc2C1=O | . | . | -14.7 | -0.3 | . | . | -0.3 | . | -21.6
Cc1c(O)ccc2c(CN3CCN(C/C=C/c4ccccc4)CC3)cc(=O)oc12 | 6.3 | -3.6 | 14.1 | -2.6 | -16.5 | -5.9 | 3.0 | 7.9 | 1.8
COc1ccc(C(C)=O)cc1COC(=O)c1ccc2c(c1)OCCO2 | 1.7 | -23.9 | 19.0 | -20.2 | -1.0 | . | 1.1 | 1.7 | 6.2
C=CCN1C(=O)C(CC(=O)NCC)SC1=Nc1ccccc1CC (stereo not drawn) | -0.2 | -6.1 | -6.6 | 1.4 | -13.7 | -2.8 | 0.2 | -2.2 | -3.1
O=C(Nc1ccc(S(=O)(=O)N2CCOCC2)cc1)c1ccc2ncsc2c1 | 1.4 | -8.3 | -24.2 | 13.2 | -5.1 | -6.0 | 0.7 | 0.8 | 1.4
Cc1c(NC(=O)c2ccc3c(c2)OCO3)cccc1-c1nc2ccccc2s1 | 6.0 | -31.9 | -2.5 | -20.4 | -8.6 | 5.0 | 1.8 | 2.6 | 14.2
COCc1c(Br)c(C)nc(OCC(=O)O)c1C#N | 0.1 | 8.5 | 8.1 | 0.5 | -12.5 | -6.9 | 0.8 | 0.2 | -0.4
Cc1ccc(N2C(=O)S/C(=C/c3cn(C)c4ccccc34)C2=O)cc1 | 0.0 | -18.6 | 10.7 | 11.7 | -11.4 | 4.0 | -0.1 | -1.4 | -13.0
CCn1nnnc1SCC(=O)N1CCc2ccccc21 | 0.2 | -4.1 | 1.0 | -2.8 | -5.9 | -10.0 | -0.1 | -1.7 | -12.9
CCN(CCNC(=O)CC1Oc2ccccc2NC1=O)c1ccccc1 (stereo not drawn) | 0.6 | 5.5 | 11.3 | -7.3 | -0.8 | 4.8 | 1.2 | 0.6 | 9.7
Cc1ccc2[nH]c3c(c2c1)CN(C(=O)CN1c2ccc(F)cc2CCC1C)CC3 (stereo not drawn) | -0.3 | -22.2 | 11.1 | 5.8 | -18.5 | 12.2 | 0.4 | -1.3 | -8.9
Cc1nonc1NC(=O)CSc1nnc(-c2ccoc2C)n1CC(C)C | 0.9 | -15.9 | 20.9 | -13.2 | -3.2 | -5.8 | 0.3 | -0.3 | -5.9
Cc1ccc(S(=O)(=O)N2CCOCC2)cc1NC(=O)COC(=O)c1ccc(OCc2c(C)noc2C)cc1 | 2.9 | -9.2 | 19.3 | -3.1 | -8.6 | -2.5 | 2.8 | 2.5 | -22.1
Cc1ccc(-c2n[nH]c(=O)c3ccccc23)cc1S(=O)(=O)NCC1CCCO1 (stereo not drawn) | 1.8 | -17.3 | 2.8 | -16.1 | -3.2 | -11.2 | 2.7 | 2.2 | 5.6

Bioassay records as filed in PubChem.
